High-throughput results as filed in PubChem BioAssay.
IDE exosite inh = exo-site inhibitors of human insulin-degrading enzyme. AID 1259349. P14735. 17,000 tested, 6.3% active. z-score at 20 µM. purified IDE, FL-6b probe fluorescence polarization; stronger effect = lower value;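 active = z-score of -3 or lower, meaning strong loss of probe binding signal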;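 also: His-tagged human IDE residues 42-1019 made in E. coli with 30 nM FL-6b probe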
Target sequence (P14735 42-1019 limits assumed): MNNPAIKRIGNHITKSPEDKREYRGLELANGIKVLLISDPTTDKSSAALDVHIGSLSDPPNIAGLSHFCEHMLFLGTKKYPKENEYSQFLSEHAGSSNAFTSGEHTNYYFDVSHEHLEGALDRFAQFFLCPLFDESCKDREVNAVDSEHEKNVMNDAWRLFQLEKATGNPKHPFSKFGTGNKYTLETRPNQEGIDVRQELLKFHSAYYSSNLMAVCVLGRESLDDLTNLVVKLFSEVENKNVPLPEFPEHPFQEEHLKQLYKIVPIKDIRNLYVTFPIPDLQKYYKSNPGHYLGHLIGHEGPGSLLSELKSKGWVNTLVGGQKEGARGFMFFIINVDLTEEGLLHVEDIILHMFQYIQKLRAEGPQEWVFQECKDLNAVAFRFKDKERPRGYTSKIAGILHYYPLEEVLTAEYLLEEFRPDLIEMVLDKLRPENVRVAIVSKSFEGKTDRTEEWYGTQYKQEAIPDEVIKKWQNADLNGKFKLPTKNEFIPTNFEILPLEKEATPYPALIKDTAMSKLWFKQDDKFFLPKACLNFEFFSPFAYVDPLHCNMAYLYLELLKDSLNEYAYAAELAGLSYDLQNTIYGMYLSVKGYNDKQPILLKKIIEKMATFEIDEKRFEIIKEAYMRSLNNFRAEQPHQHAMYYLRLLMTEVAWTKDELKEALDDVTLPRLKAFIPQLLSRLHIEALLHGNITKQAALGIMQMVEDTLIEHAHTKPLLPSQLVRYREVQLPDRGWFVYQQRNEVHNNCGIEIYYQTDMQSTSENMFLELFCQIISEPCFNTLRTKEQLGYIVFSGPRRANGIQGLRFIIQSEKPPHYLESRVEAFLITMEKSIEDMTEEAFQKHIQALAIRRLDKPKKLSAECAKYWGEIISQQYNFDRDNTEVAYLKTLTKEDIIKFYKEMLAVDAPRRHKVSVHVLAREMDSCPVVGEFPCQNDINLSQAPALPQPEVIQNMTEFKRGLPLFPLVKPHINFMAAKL
Numbers without * were called inactive; & = joins results of further samples. The list is partial. The share of hits here may be higher or lower than overall.

COc1cccc(S(=O)(=O)N2CCCCN3[C@H](C2)[C@@H](c2ccc(-c4cccnc4)cc2)[C@@H]3CO)c1
  IDE exosite inh: -0.39
OC[C@@H]1[C@@H](c2ccc(C#CC3(O)CCCC3)cc2)[C@@H]2CN(Cc3cccnc3)CCCCN12
  IDE exosite inh: 0.83
C[C@@H]1CN([C@H](C)CO)C(=O)c2cc(-c3ccc(C#N)cc3)cnc2O[C@@H]1CN(C)Cc1cccnc1
  IDE exosite inh: -0.017
C[C@H]1CN([C@@H](C)CO)C(=O)CCCn2nncc2CO[C@H]1CN(C)S(=O)(=O)c1ccc2c(c1)OCCCO2
  IDE exosite inh: -0.32
COc1ccc(S(=O)(=O)N2C[C@H](O)COC[C@H]3O[C@@H](CC(=O)N[C@@H]4CCN(Cc5ccccc5)C4)CC[C@@H]32)cc1
  IDE exosite inh: -1.1
CCC(=O)NC[C@H]1[C@@H](c2ccc(C3=CCCC3)cc2)[C@@H](CO)N1C(=O)CC
  IDE exosite inh: 3.9
Cc1cccc(S(=O)(=O)N2C[C@H]3[C@@H](c4ccccc42)[C@H](CO)N3Cc2ccc3c(c2)OCO3)c1
  IDE exosite inh: 1.3
O=C(C[C@@H]1CC[C@H](NC(=O)c2ccc3c(c2)OCO3)[C@H](CO)O1)NCc1ccc(Oc2ccccc2)cc1
  IDE exosite inh: 2.9
CC(=O)N1CC2(C1)[C@@H](c1ccc(-c3cccc(C#N)c3)cc1)[C@@H](CO)N2CCC(F)(F)F
  IDE exosite inh: -0.42
CC(C)C#Cc1ccc([C@@H]2[C@H]3CN(C(=O)C4CCCCC4)CC(=O)N3[C@H]2CO)cc1
  IDE exosite inh: 2.2
C[C@H]1CN([C@@H](C)CO)C(=O)CCCn2nncc2CO[C@H]1CN(C)Cc1ccccc1C(=O)O
  IDE exosite inh: 0.34
COc1ccccc1CNC(=O)C[C@H]1C[C@H]2c3cc(NC(=O)C4CCC4)ccc3O[C@H]2[C@@H](CO)O1
  IDE exosite inh: 0.63
COc1ccc(-c2ccc(C3[C@H]4CNC[C@@H]3N4Cc3cccc(OC)c3)cc2)cc1 (some centres not stated)
  IDE exosite inh: 5.8&4.6
CC(C)NC(=O)N1[C@H](CO)[C@H](c2ccccc2)C12CN(C(=O)Cc1cccnc1)C2
  IDE exosite inh: 1.4
O=C(c1cccnc1)N1CC(=O)N2[C@H](C1)[C@@H](c1ccc(-c3cccnc3)cc1)[C@@H]2CO
  IDE exosite inh: -1.9

Reprinted from above (4 entries):
COc1ccccc1CNC(=O)C[C@H]1C[C@H]2c3cc(NC(=O)C4CCC4)ccc3O[C@H]2[C@@H](CO)O1
  IDE exosite inh: 0.63
COc1ccc(-c2ccc(C3[C@H]4CNC[C@@H]3N4Cc3cccc(OC)c3)cc2)cc1 (some centres not stated)
  IDE exosite inh: 5.8&4.6
CC(C)NC(=O)N1[C@H](CO)[C@H](c2ccccc2)C12CN(C(=O)Cc1cccnc1)C2
  IDE exosite inh: 1.4
O=C(c1cccnc1)N1CC(=O)N2[C@H](C1)[C@@H](c1ccc(-c3cccnc3)cc1)[C@@H]2CO
  IDE exosite inh: -1.9

Next structures:
CCc1csc(N2[C@H](C#N)[C@H](c3ccc(-c4ccc(F)cc4)cc3)[C@@H]2CO)n1
  IDE exosite inh: 1.6
CCCC#Cc1ccc([C@H]2[C@H](CO)N3C(=O)CN(C(=O)CN4CCOCC4)C[C@@H]23)cc1
  IDE exosite inh: 1.2
COc1ccccc1-c1ccc([C@@H]2[C@@H](CO)N(C(=O)C3CC3)[C@H]2C#N)cc1
  IDE exosite inh: -7.8*
CC(=O)N1[C@H](CO)[C@@H](c2ccccc2)C12CN(Cc1ccc(Cl)cc1)C2
  IDE exosite inh: 0.024
COc1ccc2c3c(n(C)c2c1)[C@H](CO)N(C(=O)Nc1ccc(F)cc1)CC31CN(C(=O)Cc2ccncc2)C1
  IDE exosite inh: -0.47
O=C(C[C@H]1C=C[C@H](NC(=O)Nc2ccc3c(c2)OCO3)[C@@H](CO)O1)NCCCN1CCOCC1
  IDE exosite inh: -0.18
Cc1ccc(S(=O)(=O)N2[C@@H]3CNC[C@H]2C3c2ccc(-c3cccc(C)c3)cc2)cc1 (some centres not stated)
  IDE exosite inh: 1.1&3.6
COC(=O)c1ccc(CN2CC(=O)N3[C@H](CO)[C@@H](c4ccc(-c5ccccc5)cc4)[C@H]3C2)cc1
  IDE exosite inh: 2.2
N#Cc1ccc(-c2ccc([C@H]3[C@@H](CO)N4CCCCN(S(=O)(=O)c5ccccc5)C[C@@H]34)cc2)cc1
  IDE exosite inh: 3.5
CCCNC(=O)N1[C@@H](CO)[C@@H](c2ccccc2)C12CN(C(=O)C1CCCCC1)C2
  IDE exosite inh: -0.094
C/C=C/c1ccc([C@@H]2[C@@H](CN(CC)C(C)=O)N(C(=O)C3CC3)[C@H]2CO)cc1
  IDE exosite inh: 1.4
CN(C)CC#Cc1ccc([C@H]2[C@@H](CO)N3CCCCN(S(=O)(=O)c4ccccc4F)C[C@H]23)cc1
  IDE exosite inh: 6
CCNC(=O)C[C@H]1CC[C@H]2[C@@H](COC[C@@H](O)CN2C(=O)C2CCCC2)O1
  IDE exosite inh: 0.3
N#C[C@@H]1[C@H](c2ccc(-c3cccc(F)c3)cc2)[C@@H](CO)N1C(=O)NC1CCCC1
  IDE exosite inh: -1.7
CCCNC(=O)N1CC(=O)N2[C@@H](CO)[C@H](c3ccc(C#Cc4cccc(OC)c4)cc3)[C@@H]2C1
  IDE exosite inh: -2.8

C[C@@H](NC(=O)C[C@H]1C=C[C@H](NS(=O)(=O)c2cccc(F)c2)[C@@H](CO)O1)c1ccccc1
  IDE exosite inh: 1.6
C/C=C/c1ccc([C@@H]2[C@@H](CO)N(S(C)(=O)=O)[C@H]2CN(C)C(=O)CC)cc1
  IDE exosite inh: -0.62
COc1ccc(NC(=O)N2CC(=O)N3[C@H](C2)[C@@H](c2ccc(-c4ccccc4)cc2)[C@@H]3CO)cc1
  IDE exosite inh: 2.7
CO[C@H]1CN(C)C(=O)c2cc(NC(=O)c3cccc(F)c3)ccc2OC[C@@H](C)N(C)C[C@H]1C
  IDE exosite inh: 0.59
O=C(C[C@H]1CC[C@@H]2[C@H](COC[C@@H](O)CN2Cc2ccc(C(F)(F)F)cc2)O1)N1CCc2ccccc2C1
  IDE exosite inh: 0.79
CCCC#Cc1ccc([C@H]2[C@@H](C#N)N(S(=O)(=O)c3cccc(F)c3)[C@@H]2CO)cc1
  IDE exosite inh: 0.43
CC(C)C#Cc1ccc([C@H]2[C@H]3CN(S(=O)(=O)Cc4ccccc4)CCCCN3[C@H]2CO)cc1
  IDE exosite inh: 4.5
C/C=C/c1ccc([C@H]2[C@@H](CNC(C)C)N(C(=O)c3ccccn3)[C@H]2CO)cc1
  IDE exosite inh: 0.28
CCC(=O)Nc1ccc2c(c1)C(=O)N(C)C[C@H](OC)[C@H](C)CN(C(=O)Cc1cccnc1)[C@@H](C)CO2
  IDE exosite inh: 1.7
COc1ccccc1NC(=O)N1CC(=O)N2[C@H](C1)[C@H](c1ccc(C#Cc3ccccc3)cc1)[C@@H]2CO
  IDE exosite inh: -3.5*
CCCNC(=O)[C@H]1[C@H](CO)[C@H]2Cn3c(ccc(/C=C/c4ccccc4)c3=O)[C@H]2N1CC1CC1
  IDE exosite inh: -0.47
O=C(NC1CCCC1)[C@@H]1[C@@H](CO)[C@@H]2Cn3c(cccc3=O)[C@@H]2N1CCc1ccccc1
  IDE exosite inh: -0.33
O=C(c1ccc(F)cc1)N1C[C@@H]2N[C@H](C1)C2c1ccc(-c2cccnc2)cc1 (some centres not stated)
  IDE exosite inh: -0.19&1.7
CN1C(=O)c2cc(NC(=O)Cc3cccs3)ccc2OC[C@@H]2O[C@@H](CC(=O)NCCc3ccncc3)CC[C@@H]21
  IDE exosite inh: -0.088
O=C1CNC[C@@H]2[C@H](c3ccc(C4=CCCCC4)cc3)[C@@H](CO)N12
  IDE exosite inh: 1.4

Printed as active in IDE exosite inh (from the list above):
COc1ccccc1-c1ccc([C@@H]2[C@@H](CO)N(C(=O)C3CC3)[C@H]2C#N)cc1
  IDE exosite inh: -7.8*
COc1ccccc1NC(=O)N1CC(=O)N2[C@H](C1)[C@H](c1ccc(C#Cc3ccccc3)cc1)[C@@H]2CO
  IDE exosite inh: -3.5*

(next part)
mol	IDE exosite inh
O=C(C1CCCCC1)N1CC(=O)N2[C@H](CO)[C@@H](c3ccc(C#Cc4cccc(F)c4)cc3)[C@H]2C1	-0.72
CO[C@H](CN(C)Cc1ccc(-c2ccccn2)cc1)[C@H](C)CN(C(=O)Nc1ccc(F)cc1)[C@H](C)CO	-0.051
Cc1noc(C)c1S(=O)(=O)N(C)C[C@H]1OCc2cn(nn2)CCCC(=O)N([C@@H](C)CO)C[C@@H]1C	-0.74
N#Cc1cccc(-c2ccc3c(c2)[C@H]2[C@H](CCN2C(=O)c2ccccc2F)[C@@H](CO)N3)c1	-0.67
O=C(Cc1ccncc1)N1C[C@@H]2N[C@H](C1)C2c1ccc(-c2ccccc2)cc1 (some centres not stated)	-3.1*
COc1ccc(S(=O)(=O)Nc2ccc3c(c2)C(=O)N([C@@H](C)CO)C[C@H](C)[C@H](CN(C)S(=O)(=O)c2ccc(Cl)cc2)OCCCC[C@@H](C)O3)cc1	1.3
COc1ccc2c3c(n(C)c2c1)[C@@H](CO)N(C(=O)Nc1ccc(F)cc1)CC31CCN(S(=O)(=O)c2cccc(C)c2)CC1	-1.2
C/C=C/c1cccc(-c2nc(C(=O)NCc3ccccn3)cc3c2[C@H](CCO)N([S@@](=O)C(C)(C)C)C3)c1	0.49
c1ncc(-c2ccc(C3[C@@H]4CN(Cc5ccc6c(c5)OCO6)C[C@H]3N4)cc2)cn1 (some centres not stated)	2.1
CN1C[C@@H]2[C@H](c3ccccc31)[C@@H](CO)N2C(=O)C1CCOCC1	2.9
C[C@@H]1CCCCO[C@@H](CN(C)C(=O)CCCN(C)C)[C@@H](C)CN([C@H](C)CO)C(=O)c2cc(NS(=O)(=O)c3ccc(Cl)cc3)ccc2O1	1.9
C[C@@H]1CN([C@H](C)CO)C(=O)c2cc(NC(=O)Cn3cnnn3)ccc2O[C@@H]1CN(C)Cc1ccc(C(=O)Nc2ccccc2N)cc1	0.47
COc1ccccc1-c1ccc([C@H]2[C@H](CO)N3CCCCN(C(=O)CN4CCOCC4)C[C@@H]23)cc1	-3.2*
C[C@H]1CN([C@@H](C)CO)C(=O)CCCn2cc(nn2)CO[C@@H]1CN(C)C(=O)c1ccc(N2CCN(C)CC2)cc1	-0.24
COc1ccc2c3c([nH]c2c1)[C@@H](CO)N(C(=O)c1ccncc1)CC31CN(C)C1	1
N#C[C@H]1[C@@H](c2ccc(C#CC3CC3)cc2)[C@@H](CO)N1C(=O)c1cccc(F)c1	0.15
CO[C@H]1CC[C@H]2CCN(C)C(=O)[C@@H](C)N(C)C(=O)c3cccc(C#N)c3OC[C@@H]1O2	1.6
C[C@H](CO)N1C[C@H](C)[C@@H](CN(C)C(=O)Nc2ccc(F)cc2)Oc2c(cccc2N(C)C)C1=O	1.1
CO[C@@H]1CN(C)C(=O)c2ccc(NC(=O)c3cc(C)on3)cc2OC[C@H](C)NC[C@@H]1C	-1.3
CC(=O)NC[C@H]1[C@@H](c2ccc(-c3ccccc3F)cc2)[C@@H](CO)N1C(=O)C1CC1	-1.5
N#C[C@H]1[C@H](c2ccc(C3=CCCCC3)cc2)[C@@H](CO)N1S(=O)(=O)c1ccccc1	0.64
C[C@H]1CN([C@@H](C)CO)C(=O)CCCn2nncc2CO[C@@H]1CN(C)Cc1cccc(C(F)(F)F)c1	-0.56
O=C(CC1CC1)N1CC(=O)N2[C@@H](CO)[C@H](c3ccc(-c4ccccc4)cc3)[C@@H]2C1	-0.6
COc1ccccc1-c1cccc(-c2nc(C(=O)NCc3ccncc3)cc3c2[C@H](CCO)N([S@@](=O)C(C)(C)C)C3)c1	2
C[C@@H]1CN([C@H](C)CO)C(=O)c2cc(NS(=O)(=O)c3cn(C)cn3)ccc2O[C@@H](C)CCCCO[C@@H]1CN(C)Cc1ccc2c(c1)OCO2	0.59
CCCNC(=O)NC[C@H]1[C@@H](c2ccc(C3=CCCC3)cc2)[C@@H](CO)N1C(=O)CC	0.57
Fc1ccc(CN2[C@@H]3CNC[C@H]2C3c2ccc(-c3ccccc3)cc2)cc1 (some centres not stated)	2.5&0.57
COC(=O)C[C@H]1C[C@@H]2c3cc(NC(=O)c4ccc5c(c4)OCO5)ccc3O[C@@H]2[C@@H](CO)O1	-0.72
COc1ccc(-c2ccc([C@H]3[C@H](CO)N4CCCCN(C(=O)c5ccc(F)cc5)C[C@@H]34)cc2)cc1	0.084
Cc1cccc(-c2ccc(C3[C@@H]4CN(C(=O)Cc5ccncc5)C[C@H]3N4)cc2)c1 (some centres not stated)	0.11
COCC(=O)N1CC(=O)N2[C@H](CO)[C@H](c3ccc(C#CC4CCCC4)cc3)[C@H]2C1	3.5
CN1C(=O)c2cc(NS(C)(=O)=O)ccc2OC[C@H]2O[C@H](CC(=O)NCc3ccccc3)CC[C@H]21	-1.9
CN(C)C(=O)c1cccc(-c2ccc(C3[C@H]4CNC[C@@H]3N4C(=O)NC3CCCC3)cc2)c1 (some centres not stated)	5.7&2.4
COc1ccc(-c2ccc([C@H]3[C@H]4CN(C(=O)C5CCCC5)CC(=O)N4[C@H]3CO)cc2)cc1	-1.1
CN(C)C(=O)c1ccc(-c2ccc([C@@H]3[C@H](C#N)N(C(=O)Cc4ccccn4)[C@H]3CO)cc2)cc1	-0.6
CCc1nc(N2[C@@H](C#N)[C@H](c3ccccc3-c3ccc(F)cc3)[C@@H]2CO)sc1C	-0.16
COc1cccc(S(=O)(=O)N2CCCCN3[C@H](CO)[C@H](c4ccc(C#CCC(C)C)cc4)[C@H]3C2)c1	0.7
O=C(C[C@@H]1CC[C@H]2[C@@H](COC[C@H](O)CN2C(=O)c2ccncc2)O1)NCc1cc(F)cc(F)c1	0.61
C[C@H](CO)N1C[C@H](C)[C@@H](CN(C)C(=O)Nc2ccnc(N3CCOCC3)c2)OCc2cnnn2CCCC1=O	-0.24

Three entries picked at random from the list so far, as already listed:
mol	IDE exosite inh
CN1C(=O)c2cc(NS(C)(=O)=O)ccc2OC[C@H]2O[C@H](CC(=O)NCc3ccccc3)CC[C@H]21	-1.9
COCC(=O)N1CC(=O)N2[C@H](CO)[C@H](c3ccc(C#CC4CCCC4)cc3)[C@H]2C1	3.5
CN(C)C(=O)c1cccc(-c2ccc(C3[C@H]4CNC[C@@H]3N4C(=O)NC3CCCC3)cc2)c1 (some centres not stated)	5.7&2.4
